Bioassay records (PubChem)
V1aR counter – V1a receptor agonism, counter-screen for OXTR agonists. activation, % at 3 µM. CHO-V1R cells, Fluo-8 calcium fluorescence, agonist mode; 0% DMSO, 100% 3 nM vasopressin. AID 2797. 320,000 tested, 0.25% active. P37288;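 active means activation above the mean activation of all tested compounds plus 3 SD, per screening run, cut at about 20% in these data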;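 further: signal is peak over basal fluorescence ratio across a 100 second FLIPR read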
M1 PAM – potentiates human M1 receptor response to acetylcholine | P11229 | CHO-K1 hM1, Fluo-8 calcium fluorescence, ACh EC20; 0% = ACh EC20, 100% = maximal ACh | activation, % at 3 µM | 360,000 tested, 0.088% active | AID 588819; in the data active means activation above about 19%, passing the limit was not always enough
Target sequence (P11229 whole entry, looked up): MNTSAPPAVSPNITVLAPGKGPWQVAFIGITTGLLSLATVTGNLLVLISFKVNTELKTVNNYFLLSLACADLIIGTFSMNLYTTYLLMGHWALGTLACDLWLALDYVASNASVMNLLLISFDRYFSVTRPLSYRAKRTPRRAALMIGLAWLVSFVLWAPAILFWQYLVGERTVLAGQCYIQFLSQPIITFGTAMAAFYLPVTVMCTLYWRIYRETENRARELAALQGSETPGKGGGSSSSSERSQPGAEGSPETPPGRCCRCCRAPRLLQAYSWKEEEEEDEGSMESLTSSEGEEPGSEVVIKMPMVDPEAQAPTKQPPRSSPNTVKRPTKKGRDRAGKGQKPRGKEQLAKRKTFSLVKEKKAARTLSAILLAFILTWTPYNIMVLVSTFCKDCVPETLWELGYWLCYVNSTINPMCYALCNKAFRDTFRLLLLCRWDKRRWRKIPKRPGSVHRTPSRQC
M1 ag – human M1 muscarinic receptor agonism | 360,000 tested, 0.33% active | AID 588814 | activation, % at 3 µM | CHO-K1 hM1, Fluo-8 calcium fluorescence, agonist mode; 0% DMSO, 100% acetylcholine EC100 | P11229;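 active means activation above the run's mean compound activation plus 3 SD, cut at about 16% in these data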;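 further: peak over basal fluorescence ratio within a 140 s kinetic read after compound addition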
OXTR ag – activates the human oxytocin receptor. activation, % at 3 µM. P30559. 320,000 tested, 0.32% active. CHO-OTR cells, Fluo-8 calcium fluorescence; normalized: DMSO 0%, oxytocin 100%;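 active means activation above the mean of all tested compounds plus 3 SD, cutoff set per screening run, cut at about 20% in these data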;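 further: peak over basal fluorescence ratio from a 100 s FLIPR kinetic read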
M1 antag – blocks human M1 muscarinic receptor. CHO-K1 hM1, Fluo-8 calcium fluorescence, ACh EC80 antagonist. inhibition, % at 3 µM. 360,000 tested, 1.3% active;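 active means percent inhibition above its own plate's cutoff, namely the mean of that plate's compound wells plus 3 SD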;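 further: peak over basal fluorescence ratio during 140 s after agonist addition; 0% = ACh EC80 plus DMSO and 100% = DMSO alone without agonist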
CHO parental Ca – counter-screen: ATP calcium response change in parental CHO cells; parental CHO-K1, ATP-induced calcium, Fluo-8 fluorescence; inhibition, % at 5.6 µM; 330,000 tested, 0.63% active;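 active means inhibition above that plate's mean sample inhibition plus 3 SD, cut at about 26% in these data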;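 further: 0% = ATP-challenged DMSO wells and 100% = DMSO wells without ATP; some compounds past the cut are filed as inactive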
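Test system: untransfected parental CHO cell line; also added: ATP stimulus; dosing: 5.6 µM, single dose; signal: calcium-sensitive Fluo-8 fluorescence; measure: percent inhibition of ATP-evoked calcium rise, normalized to controls; benchmarks: low control ATP plus DMSO, high control DMSO only; replication: one well per compound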
OXTR potentiator – human OXTR potentiation; P30559; activation, % at 3 µM; 320,000 tested, 0.061% active; AID 2445; CHO-OTR cells, Fluo-8 calcium fluorescence, potentiator mode; 0% = oxytocin EC15, 100% = EC100;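 active means activation above that plate's cutoff, the mean activation of tested compounds plus 3 SD, cut at about 6.6% in these data, passing the limit was not always enough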;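 further: 100% uses oxytocin at 75 nM as the full agonist control; some results filed as inactive read as strong as hits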
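Measured by – Fluo-8 calcium dye fluorescence · Test system – human OTR in CHO cells · Dosing – one concentration, 3.0 µM compound · Controls – EC15 oxytocin alone as 0%, 75 nM oxytocin as 100% · Evaluation – normalized max/min fluorescence ratio, % activation · Timing – 6 min pre-incubation, 100 s read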
TAAR1 antag – antagonists of human TAAR1; Q96RJ0; CHO RD-HGA16 TAAR1, Fluo-8 calcium fluorescence, antagonist; inhibition, % at 3 µM; 360,000 tested, 1.5% active;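 active means inhibition above a per-plate cutoff, the mean inhibition of test compounds on that plate plus 3 SD, cut at about 49% in these data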;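 further: 0% = DMSO plus EC80 beta-PEA response and 100% = DMSO alone without agonist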
Target sequence (Q96RJ0 whole entry, looked up): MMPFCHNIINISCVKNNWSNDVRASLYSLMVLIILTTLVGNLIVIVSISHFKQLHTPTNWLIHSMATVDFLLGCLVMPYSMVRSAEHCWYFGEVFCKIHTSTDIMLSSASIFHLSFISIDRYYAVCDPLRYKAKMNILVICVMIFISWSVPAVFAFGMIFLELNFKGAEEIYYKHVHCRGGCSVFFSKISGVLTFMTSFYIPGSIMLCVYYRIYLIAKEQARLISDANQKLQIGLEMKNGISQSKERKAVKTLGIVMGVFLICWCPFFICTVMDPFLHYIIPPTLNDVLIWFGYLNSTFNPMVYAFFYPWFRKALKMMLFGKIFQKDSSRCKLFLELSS
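Test system – hTAAR1-expressing CHO RD-HGA16 cells, Gα16-coupled · Reagent – β-PEA at EC80 concentration, post-compound challenge · Compound dosing – 3 µM, single point · Timing – 140 s kinetic read after compound, 140 s after agonist · Detection – Fluo-8 intracellular calcium dye fluorescence, real-time kinetic reads · Control set – DMSO and EC80 PEA controls · Repeats – n of 1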
TAAR1 ag – human TAAR1 agonism. activation, % at 3 µM. 360,000 tested, 0.99% active. CHO RD-HGA16 TAAR1, Fluo-8 calcium fluorescence; vehicle wells 0%, saturating PEA agonist 100%. Q96RJ0;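 active means activation above the mean activation of all test compounds in the run plus 3 SD, cut at about 38% in these data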
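System: CHO-derived RD-HGA16 cells with stable Gα16 and human TAAR1 / Times: 17-24 h plating, Fluo-8 75 min 37 °C, 30 min RT / Technique: calcium-sensitive Fluo-8 signal, excitation 470-495, emission 515-575 nm / Measure: % activation relative to PEA EC100 response / Benchmarks: DMSO and PEA EC100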
* = called active by the depositor; x = no result given.

Order of values: V1aR counter	M1 PAM	M1 ag	OXTR ag	M1 antag	CHO parental Ca	OXTR potentiator	TAAR1 antag	TAAR1 ag
- Cc1nc2ccccc2c(=O)n1Cc1ccc([N+](=O)[O-])cc1
→ 1.8	6	-3	1.2	-5	-12	4	11	1
- Cc1ccn2cc(CC(=O)O)nc2c1
→ 1.4	6	-6	-0.4	-8	-7	-9	15	5
- CN1CCc2c(sc(NC(=O)c3ccc(S(=O)(=O)N4CCc5ccccc54)cc3)c2C(N)=O)C1
→ 1.4	x	x	1.5	x	-4	-6	50*	27
- CC1(C(=O)NS(=O)(=O)c2cccc(F)c2)CCN1C(=O)Cc1ccc(-c2ccccc2)cc1 (stereo not given)
→ x	3	-3	x	-9	x	x	-18	0
- Cn1c(-c2ccc(F)cc2)cnc1SCC(=O)N1CCCCC1
→ 0.8	-10	-5	-0.9	16	-21	-12	-3	0
- Cc1cc(C)[n+](-c2ccc(C(C)C)cc2)c2[nH]c(=O)[nH]c(=O)c12
→ -0.2	-22	-10	0.4	55*	3	-13	-3	1
- Cc1ccc(Nc2nc(=O)c3cc([N+](=O)[O-])ccc3s2)cc1
→ 0.1	4	-5	-0.9	-10	-9	-2	-18	14
- CCC(C)NC(=O)CC(c1ccccc1)c1cc(C)ccc1O (stereo not given)
→ 0.3	9	-10	-2.2	-6	-23	-2	2	8
- CCN(CC)S(=O)(=O)c1ccc(OC)c(NC(=O)c2cccc([N+](=O)[O-])c2C)c1
→ 0.0	2	1	0.5	1	-11	-18	15	13
- COCCn1nnnc1C(c1ccc(Cl)cc1)N1CCN(C(=O)c2ccco2)CC1 (stereo not given)
→ -0.2	8	-1	0.3	-14	-24	-5	11	-3
- COc1ccc(S(=O)(=O)Nc2c(C)nn(C)c2C)cc1Br
→ 5.4	-3	5	8.6	0	-13	-7	5	0
- O=C1CC2(CCCCC2)Oc2ccc(O)cc21
→ 0.2	-6	-2	1.2	9	-12	-4	5	9
- Cc1ccc(C(=O)NNC(=O)Cn2nnc3ccccc32)cc1
→ 0.7	0	-1	0.8	-10	-8	-2	-14	0
- COC(=O)C1C(=O)NCC1c1ccccc1 (stereo not given)
→ 1.6	9	1	-0.2	-5	-5	-12	10	2
- CCN(CC)CCn1c(NCc2ccco2)nc2ccccc21
→ 1.5	-9	-6	-1.0	16	-7	-1	-8	10
- c1coc(CN2CN=C(Nc3nc4ccccc4s3)NC2)c1
→ 6.3	-1	-4	3.6	4	-4	-19	-10	10
- Cc1ccc(CNC(=O)C(Cc2ccccc2)NS(=O)(=O)c2ccc(Br)s2)cc1 (stereo not given)
→ -0.2	-8	-7	-2.1	5	-12	-13	22	2
- O=C(O)c1ccc(N/N=C/c2ccc(F)c(F)c2)cc1
→ 1.5	10	-9	2.4	-4	-1	-6	5	19
- O=C(CN1CCN(c2cccc(Cl)c2)CC1)NC1CCCc2ccccc21 (stereo not given)
→ -0.8	3	0	-0.7	0	-29	-16	-17	3
- N#Cc1nc(COc2ccccc2F)oc1NCCCn1ccnc1
→ 1.3	-3	-6	1.2	-18	-8	-10	-8	9
- C#CCNC(=O)C1=C[C@@H](c2coc3ccccc3c2=O)C[C@@H](OCc2ccc(CO)cc2)O1
→ -0.3	10	-2	-0.4	-18	-12	-8	6	15
- CCOC(=O)c1cccc(NC(=O)Cn2cc3c(n2)CCC(C)C3)c1 (stereo not given)
→ 3.1	5	1	-0.2	3	-23	-9	-4	4
- CC(=O)N1CCc2ccc(S(=O)(=O)N3CCN(C)CC3)cc21
→ -0.9	4	-6	0.7	1	5	-3	13	-1
- Cn1cc(CC(=O)NCCCN2CCOCC2)c2ccccc21
→ -0.5	5	-3	0.5	6	4	-10	6	2
- CC1(C(=O)NS(=O)(=O)c2ccc3ccccc3c2)CCN1C(=O)C1(c2ccc(Cl)cc2)CCC1 (stereo not given)
→ x	4	-1	x	-12	x	x	-22	-1
- COc1cccc(CN2CCN(Cc3cc(OC)c(OC)cc3[N+](=O)[O-])CC2)c1
→ -0.2	6	-5	-0.2	-7	-8	-1	x	x
- COCCN(C(=O)COC(=O)c1cccc2ccccc12)c1c(N)n(Cc2ccccc2)c(=O)[nH]c1=O
→ 1.1	7	-3	0.7	-8	5	4	-15	1
- Cc1ccc(C)c(NC(=O)CSc2nnc(C)c(=O)n2N)c1
→ 0.5	8	-6	-0.8	-10	-1	-3	-21	0
- COc1ccccc1-n1ccnc1SCC(=O)NC(C)(C)C
→ 0.2	-5	-5	-0.5	10	1	-6	6	0
- Cc1cc(OCC(=O)OCC(=O)N(C)Cc2ccccc2C)ccc1Cl
→ 4.1	11	-1	3.7	-8	-8	-8	-6	1

2 successive entries out of the list so far, quoted:
Order of values: V1aR counter	M1 PAM	M1 ag	OXTR ag	M1 antag	CHO parental Ca	OXTR potentiator	TAAR1 antag	TAAR1 ag
- Cc1nc2ccccc2c(=O)n1Cc1ccc([N+](=O)[O-])cc1
→ 1.8	6	-3	1.2	-5	-12	4	11	1
- Cc1ccn2cc(CC(=O)O)nc2c1
→ 1.4	6	-6	-0.4	-8	-7	-9	15	5

Additional records follow:
Order of values: V1aR counter	M1 PAM	M1 ag	OXTR ag	M1 antag	CHO parental Ca	OXTR potentiator	TAAR1 antag	TAAR1 ag
- O=[N+]([O-])c1cccc(S(=O)(=O)NCCc2cn3ccccc3n2)c1
→ -0.8	8	-3	0.1	-1	-10	-2	-20	-2
- CC(C)n1c(CNC(=O)c2ccccc2F)nnc1SCC(=O)c1ccc(F)cc1
→ x	5	-3	x	-10	x	x	-16	39*
- c1ccc(-c2cncnc2)cc1
→ 1.0	0	-1	0.9	3	-2	-5	-4	12
- COc1ccc(NC(C)=O)cc1S(=O)(=O)NC(Cc1ccccc1)C(=O)NC(C)c1ccccn1 (stereo not given)
→ x	8	-2	x	-2	x	x	5	0
- COc1cccc(-c2cnc3c(NC(C)=O)cc(-c4ccccc4OC)cn23)c1
→ x	-9	-4	x	3	x	x	57*	5
- CCOC(=O)C1(CC2CCCCO2)CCN(S(=O)(=O)c2ccsc2)CC1 (stereo not given)
→ -0.7	3	1	-1.4	1	-12	-9	5	3
- C=CCN1C(=O)c2ccc(C(=O)N(C)CC(=O)Nc3ccc(Br)cc3C)cc2C1=O
→ -0.8	-7	-4	-0.3	19	-28	1	-31	2
- O=C(O)c1cc2ncc(-c3[nH]ncc3[N+](=O)[O-])cn2n1
→ 0.9	7	0	0.8	-4	-21	-14	25	2
- Cc1ccc(S(=O)(=O)Nc2nc3ccccc3nc2N2CCc3ccccc3C2)cc1
→ 1.1	-3	-4	-0.7	-20	-34	-13	-10	22
- COC(=O)c1cccc(NC(=O)NC2CCCN2S(=O)(=O)c2ccc(Cl)cc2)c1 (stereo not given)
→ x	-1	9	x	-1	x	x	16	8
- COc1ccc2c(c1)OC[C@H]1[C@H]2N2C(=O)CN(CCc3c[nH]c4ccccc34)C(=O)[C@@]2(C)[C@H]1c1ccccc1
→ -0.8	12	0	1.1	-22	-9	-1	27	7
- Cc1cc(C)cc(NC(=O)COC(=O)COc2ccc(N(C)S(=O)(=O)c3cccs3)cc2)c1
→ 13	2	-1	1.0	-5	18	-7	-22	1
- O=C(Nc1nc2ccccc2s1)C1CC(=O)N(c2ccccc2)C1 (stereo not given)
→ 3.7	0	-2	4.7	6	-14	-15	-10	9
- c1ccc(CCNCC2COc3ccccc3O2)cc1 (stereo not given)
→ 1.6	-5	-6	2.3	12	-19	-12	4	16
- CC(C)[C@H]1C=C(C(=O)O)O[C@@H](OCCCCO)C1
→ 0.2	-10	-4	1.3	21	-4	0	-6	1
- C#Cc1ccc([C@@H]2C=C(C(=O)N3CCN(Cc4ccccc4)CC3)O[C@H](OCCCCO)C2)cc1
→ -0.3	13	-3	-0.8	4	-13	-9	x	x
- Cc1oc(-c2cccc(Cl)c2)nc1CN(C)C1CCOC1 (stereo not given)
→ -0.1	1	-8	-0.6	3	-3	-6	-3	4
- COc1ccc(NC(=O)Cn2cnc3c(nnn3-c3ccc(C)cc3)c2=O)cc1
→ 0.4	x	x	-0.1	x	-8	-8	x	x
- Cc1c(Cl)cccc1NC(=O)CCS(=O)(=O)c1cccc2nonc12
→ -0.6	11	-4	1.7	-3	-4	-11	-4	1
- COc1ccc2c3n(nc2c1)CCN=C3c1ccc(Cl)cc1
→ 0.0	2	-3	-0.6	5	-2	-4	8	0
- COc1ccc(Br)cc1CN(C)C(=O)c1cnc(C)cn1
→ 0.2	7	-3	-0.1	-9	-33	-6	-7	5
- CC(C)C(=O)Nc1ccc(O)c(-c2csc(N)n2)c1
→ -0.1	6	-5	-0.4	-2	4	-5	-2	0
- Cc1cc(C(=O)NCCc2ccc(Cl)cc2)c2ccccc2n1
→ 1.8	-2	-5	1.5	4	-15	-9	-1	1
- Cc1csc(=O)n1CC(=O)Nc1ccc(Cl)cc1F
→ 0.2	-4	1	1.6	5	8	-2	-16	2
- O=C(O)CSCC(=O)N1CCN(Cc2ccc3c(c2)OCO3)CC1
→ 0.4	7	-3	0.7	-6	0	-5	x	x
- O=C(NCCc1ccccc1)c1c[nH]c2c(F)cccc2c1=O
→ 0.8	8	-2	-0.4	-9	-17	-6	-13	3
- COc1ccc(NC(=O)c2cc(-c3ccco3)on2)c(OC)c1
→ 0.4	6	-3	-0.9	-6	1	-6	-14	-3
- O=C(NN(Cc1ccccc1)Cc1ccccc1)c1ccccc1
→ x	7	-3	x	-13	x	x	3	-1
